Source: PubChem (National Center for Advancing Translational Sciences (NCATS))
KAT2A inh = inhibitors of human GCN5L2 histone acetyltransferase; Q92830; GCN5L2 HAT assay, ThioGlo1 CoA-SH fluorescence; Potency, µM (titrated, usually from 58.9 µM), inactives show top-dose activity change, negative = inhibition, hits mostly inhibitors; 0.21% of 390,000 active
Target sequence (Q92830 whole entry, looked up): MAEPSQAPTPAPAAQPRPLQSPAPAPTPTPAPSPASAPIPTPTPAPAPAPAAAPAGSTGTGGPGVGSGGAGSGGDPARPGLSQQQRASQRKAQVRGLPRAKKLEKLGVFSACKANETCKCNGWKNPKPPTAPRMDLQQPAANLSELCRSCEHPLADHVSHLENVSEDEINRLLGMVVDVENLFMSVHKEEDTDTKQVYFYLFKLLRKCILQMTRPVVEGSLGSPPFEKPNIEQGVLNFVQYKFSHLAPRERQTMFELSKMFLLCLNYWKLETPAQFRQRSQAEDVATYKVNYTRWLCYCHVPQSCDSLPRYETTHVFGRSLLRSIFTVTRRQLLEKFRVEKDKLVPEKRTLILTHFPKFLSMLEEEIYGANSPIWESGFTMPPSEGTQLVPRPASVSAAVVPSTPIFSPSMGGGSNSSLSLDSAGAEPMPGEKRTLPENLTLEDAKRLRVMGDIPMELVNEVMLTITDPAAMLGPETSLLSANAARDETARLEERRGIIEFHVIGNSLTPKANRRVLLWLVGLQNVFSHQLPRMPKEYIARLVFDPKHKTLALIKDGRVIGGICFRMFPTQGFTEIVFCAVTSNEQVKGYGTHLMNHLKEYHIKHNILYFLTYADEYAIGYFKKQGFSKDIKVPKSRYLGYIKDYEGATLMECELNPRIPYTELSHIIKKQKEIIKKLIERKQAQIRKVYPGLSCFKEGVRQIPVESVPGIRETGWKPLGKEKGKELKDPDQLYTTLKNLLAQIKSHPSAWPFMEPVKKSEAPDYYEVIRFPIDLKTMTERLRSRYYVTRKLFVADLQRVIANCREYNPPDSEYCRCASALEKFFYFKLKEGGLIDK
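qHTS, 1536-well. 20nM enzyme, pH 7.5 HEPES/EDTA/Tween-20 buffer; 15 min compound preinc., RT. Start: 75uM H3(1-25), 70uM AcCoA, 50uM ThioGlo1. Read Ex340/Em540 at t=0 (autofluorescence flag) and t=20 min.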
DT40 TDP1 CPT = DT40-hTDP1 cell growth loss with CPT; chicken DT40 Tdp1-/-;hTDP1 cells + 20 nM CPT, ATP luminescence, 48 h; 12% of 420,000 active; Potency, µM (highest dose often 46.2 µM), for inactives: top-dose activity change, negative = growth inhibition, most hits filed as inhibitors; further: nearly all actives have a fitted effect of over 55% in size
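Cell growth measured by CellTiter-Glo luminescence after a minimum 48 h, 37 C compound exposure with 20 nM CPT in Tdp1-knockout DT40 cells stably expressing hTDP1, seeded 400/well; qHTS titration format.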
FEN1 inh = blocks human flap endonuclease 1. Potency, µM (top dose mostly 114 µM), for the others: at the highest dose activity change, negative = inhibition, actives largely listed as inhibitors. Recombinant FEN1 flap cleavage, fluorescence, 15 min. 0.35% of 390,000 active; further: nearly all actives have a fitted effect of over 65% in size
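Read-out was taken twice, immediately and after 15 min, following addition of 50 nM substrate to 10 nM FEN1 that had sat with test compound for 15 min at room temperature. Curves came from a four-parameter Hill model.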
Numbers without * were called inactive; ? = inconclusive; nt = not tested or not shown; & = joins results of further samples. The call rests on the fitted dose curve; in most records, active means well fitted curve in the direction sought with a large enough effect; inconclusive means small, poorly fitted or top-dose-only effect, or another doubt; inactive means no such curve, though single readings can be large; an effect the other way counts as inactive or inconclusive. On the % scale 0 is the no-effect control and ±100 the full control effect; potency means the concentration at half of the fitted maximal effect.

Order of values: KAT2A inh | DT40 TDP1 CPT | FEN1 inh
CCn1ncc(Br)c1C(=O)Nc1ccc(C(=O)OC(C)C)cc1
    -9% | ? | -6%
COc1ccc2c(c1)c1nnc(SCC(=O)NC3CC3)nc1n2C
    -6% | -19% | -3%
CC(C)(C)c1ccc(-n2ncc3c2CCCC3NC(=O)C2(C(N)=O)CC2)cc1 (stereo not given)
    -4% | 5.8µM* | -4%
CCS(=O)(=O)c1nc2ccccc2n1CC(=O)Nc1ccccc1C(=O)OC
    -8% | -1% | -3%
Cc1ccc(NC(=O)CSc2ccc(Br)cc2)cc1S(=O)(=O)N1CCOCC1
    -6% | 18µM* | -17%
O=C(Cc1n[nH]c(=O)[nH]c1=O)N/N=C/CCc1ccccc1
    -12% | 12% | -8%
Cc1nn(-c2ccccc2)c2c1C(c1ccccc1)C(C#N)=C(N)O2 (stereo not given)
    -26% | ? | -12%
O=C(NCCCc1ccccc1)c1nn(-c2ccccc2F)nc1CO
    -3% | ? | -12%
Cc1onc(-c2c(F)cccc2Cl)c1C(=O)NC(=S)NC1CCSC1=O (stereo not given)
    -2% | 17% | -22%
Cc1cccn2c(=O)c3cc(C(=O)NC(C)(C)C)n(C)c3nc12
    2% | ? | 2%
OC1(c2cccs2)CN(c2ccc(Cl)cc2)C2=[N+]1CCCS2 (stereo not given)
    -6% | 3% | 4%
Cc1cc(S(=O)(=O)Nc2ccc(C(=O)NCC(c3ccco3)N3CCCC3)cc2)ccc1F (stereo not given)
    2% | -19% | -1%
Cc1cccn2c(=O)c3cc(C(=O)NC4CCCC4)c(=N)n(CCc4ccccc4)c3nc12
    -2% | 2.9µM* | -3%
Cc1cccc(-n2cc3c(=O)n(C)c(=O)n(C)c3c2)c1
    -2% | -2% | -14%
O=c1cc(-c2ccc(F)cc2)[nH][nH]1
    -5% | -3% | 4%
COc1ccc(CCC(=O)NNC(=O)Nc2ccc(C(C)C)cc2)cc1
    -6% | -9% | -8%
O=C(/C=C/c1cccnc1)c1cc(F)ccc1O
    -3% | ? | -5%
COCCN(CCOC)C(=S)Nc1cc(S(=O)(=O)N(C)C)ccc1C
    -9% | -2% | -13%
COc1ccc(/C=C/C(=O)N2CCCc3ccccc32)c(OC)c1
    -13% | ? | -27%
O=[N+]([O-])c1ccc2oc(C(O)c3cccc(Cl)c3)cc2c1 (stereo not given)
    -3% | ? | -8%
Cc1cccc(C(=O)OCC(=O)NCCNC(=O)COC(=O)c2cccc(C)c2C)c1C
    ? | -7% | 0%
O=C(Cc1c[nH]c2ccccc12)NCc1ccco1
    -10% | 24% | 1%
O=C(Cn1nnc(-c2ccc(Cl)cc2)n1)NCCC1=CCCCC1
    1% | -14% | -1%
COc1cc(NS(=O)(=O)c2ccc(Nc3nc(-c4cccc([N+](=O)[O-])c4)cs3)cc2)nc(OC)n1
    -10% | 5% | ?
Cc1cc(C(=O)NCC(=O)OCC(=O)NCCc2ccccc2)ccc1[N+](=O)[O-]
    -2% | 8% | 1%
COc1ccc(-c2nnc3ccc(SCC(=O)Nc4nccs4)nn23)cc1OC
    -12% | -8% | -2%
Cc1ccnc(N2CCC(C(=O)Nc3ccc4c(c3)OCO4)CC2)n1
    2% | -18% | -7%
Cc1cc(-c2ccccc2)nc(N2CCN(c3ccccn3)CC2)n1
    3% | ? | -14%
CCCN1Cc2cccc(C(=O)NC(CC(=O)OCC)c3ccc(OCC)c(OC)c3)c2C1=O (stereo not given)
    -3% | -19% | 7%
O=C(O)c1ccc(CSc2nc3ccccc3c(=O)n2-c2ccccc2)cc1
    -15% | -18% | 1%
Cc1cnc(C(=O)Oc2c(C)ccc(C)c2C)cn1
    -5% | -7% | 8%
Cc1ccc(NC(=O)CCCc2ccccc2)c([N+](=O)[O-])c1
    -17% | 5% | -13%
Cc1ccc2c(c1)cc(CN(Cc1ccco1)C(=O)N1CCOCC1)c1nnnn12
    1% | ? | 19%
O=C1CSC(=Nc2ccc(O)cc2)N1c1ccc(O)cc1
    -17% | -2% | 1%
CCOC(=O)C1(Cc2cccc(OC)c2)CCCN(C(=O)CCc2cccnc2)C1 (stereo not given)
    -2% | -4% | 13%
Cc1ccccc1Nc1c(-c2ccccn2)nc2c(C)cccn12
    -10% | ? | -13%
CCOc1ccc(/C(O)=C2/C(=O)C(=O)N(c3cc(C)on3)C2c2ccc(C(=O)OC)cc2)cc1 (stereo not given)
    -8% | -19% | -4%
O=C1CC2(CCN(C(=O)c3ccccc3F)CC2)Oc2ccccc21
    -2% | -25% | 5%
CN(c1ccc(OCC(=O)N2CCC(C(N)=O)CC2)cc1)S(=O)(=O)c1cccs1
    ? | -5% | -9%
COc1cc2c(cc1OC)C(C(=O)Nc1cccc(C)n1)C(c1cccnc1)N(C)C2=O (stereo not given)
    0% | ? | -12%

Next compounds follow:
structure	KAT2A inh	DT40 TDP1 CPT	FEN1 inh
COc1ccc(CS(=O)(=O)CC(C)(O)c2ccccc2)cc1 (stereo not given)	3%	-18%	-13%
COc1cc(/C=N/NC(=O)c2cc(C)oc2C)cc(OC)c1OC	-21%	?	-5%
O=C(COc1ccccc1Br)N1CCN(C(=O)c2ccco2)CC1	-6%	?	-16%
COc1cc(SC)ccc1C(=O)Nc1cccc(C)n1	0%	?	0%
CCOC(=O)C1(CCOC)CCN(C/C=C/c2ccccc2OC)CC1	nt	10µM*	-8%
O=[N+]([O-])c1ccc2nc(NN=Cc3ccc(O)cc3)sc2c1	nt	29µM*	-17%
Cc1ccc(NC(=O)CCNS(=O)(=O)c2cccc3nonc23)cc1	-3%	-6%	-1%
c1coc(C2=NC(c3ccco3)C(c3ccco3)N2)c1 (stereo not given)	nt	?	7%
COc1cc2cc(CN(Cc3nnnn3Cc3ccco3)C3CCCCC3)c(=O)[nH]c2cc1OC	-21%	-22%	-1%
CC1(C(=O)NNC(=S)NCc2ccco2)CC1(Cl)Cl (stereo not given)	3%	-15%	-16%
O=S(=O)(NCC(c1cccs1)N1CCc2ccccc2C1)c1ccccc1 (stereo not given)	-12%	16%	-2%
Cn1c(SCC(=O)c2ccccc2F)nnc1C1CC1	0%	-29%	-1%
Cc1nc([N+](=O)[O-])cn1CCCCN1C(=O)c2ccccc2C1=O	0%	1%	-3%
CC1(C)CC(CCNC(=O)c2ccco2)CC(C)(C)N1	-25%	0%	-3%
CN(C[C@@H](Cc1cccc2ccccc12)N(C[C@H](Cc1ccccc1)N(CCc1ccccc1)N=O)N=O)N=O	-7%	?	2%
COc1ccc(CCNC(=O)c2cc(S(=O)(=O)N3CCOCC3)ccc2N2CCCC2)cc1OC	2%	2%	-5%
Cn1cccc1C(=O)NC(=O)COC(=O)CCNS(=O)(=O)c1ccc(Cl)cc1	-2%	-17%	9%
CSc1cccc(NC(N)=S)c1	0%	-24%	1%
COc1ccc(NC(=O)Cc2nnc(SCC(=O)Nc3ccccc3)n2C)cc1	2%	10%	-3%
Cc1ccc(C)c(NC(=S)NNC(=S)Nc2ccc(C(C)C)cc2)c1	0%	0%	?
CCc1ccccc1NC(=O)c1ccc(-n2c(C)ccc2C)cc1	-16%	?	-12%
Cc1ccc(-n2cccn2)c(CN2CCCC(C(=O)c3sccc3C)C2)c1 (stereo not given)	-15%	23µM*	-1%
CCOC(=O)c1ccc(NC(=O)CSc2nc(N3CCOCC3)nc(N3CCOCC3)n2)cc1	-13%	0%	1%
O=C1CCCC2=C1C(c1ccc(O)c(O)c1)c1c(ccc3ncccc13)N2 (stereo not given)	?	?	?
O=C(CCCN1CCC(C(=O)c2ccc(F)cc2)CC1)c1ccc(F)cc1	1%&-14%	?	-18%
COc1ccccc1-c1noc(-c2ccccc2C(=O)NCc2ccco2)n1	-4%	-28%	-2%
C=CCn1c(SCC(=O)c2ccc(O)c(O)c2)nnc1-c1ccc(C)cc1	-26%	16µM*	13%
COc1ccc(NC(=S)Nc2ccc(S(N)(=O)=O)cc2)c(OC)c1	-7%	18%	-10%
COc1ccccc1Oc1cc(C#N)c(C#N)cc1-n1nnc2ccccc21	-3%	23µM*	6%
CCn1c(S(=O)(=O)O)nc2ccccc21	18%	4%	20%

Reformatted: entries from further up
> CC1(C(=O)NNC(=S)NCc2ccco2)CC1(Cl)Cl (stereo not given)
  KAT2A inh: 3%	DT40 TDP1 CPT: -15%	FEN1 inh: -16%
> O=S(=O)(NCC(c1cccs1)N1CCc2ccccc2C1)c1ccccc1 (stereo not given)
  KAT2A inh: -12%	DT40 TDP1 CPT: 16%	FEN1 inh: -2%
> Cn1c(SCC(=O)c2ccccc2F)nnc1C1CC1
  KAT2A inh: 0%	DT40 TDP1 CPT: -29%	FEN1 inh: -1%
> Cc1nc([N+](=O)[O-])cn1CCCCN1C(=O)c2ccccc2C1=O
  KAT2A inh: 0%	DT40 TDP1 CPT: 1%	FEN1 inh: -3%

Fetched by structure from the list above:
structure	KAT2A inh	DT40 TDP1 CPT	FEN1 inh
O=C(COc1ccccc1Br)N1CCN(C(=O)c2ccco2)CC1	-6%	?	-16%
Cc1ccc(NC(=O)CCNS(=O)(=O)c2cccc3nonc23)cc1	-3%	-6%	-1%
CC1(C)CC(CCNC(=O)c2ccco2)CC(C)(C)N1	-25%	0%	-3%
Cc1nc([N+](=O)[O-])cn1CCCCN1C(=O)c2ccccc2C1=O	0%	1%	-3%

The list goes on:
structure	KAT2A inh	DT40 TDP1 CPT	FEN1 inh
CC1CCCCC12NC(=O)N(CC(=O)Nc1ccc3c(c1)OCCCO3)C2=O (stereo not given)	-1%	-1%	6%
CC(C)(C)OC(=O)N1CCC(C(=O)Nc2ccc(C(=O)N3CCCCC3)cc2)CC1	nt	-24%	14%
CCc1nnc(NC(=O)CSc2nc3c(cc2C#N)CCC3)s1	-7%	?	-3%
Cc1cc2cc(CN(Cc3cccs3)S(=O)(=O)c3ccc4c(c3)OCCO4)c(=O)[nH]c2cc1C	6%	?	10%
Cn1c(=O)c2[nH]c(N=Nc3ccc(N)cc3N)nc2n(C)c1=O	-4%	-5%	-11%
COc1ccccc1-c1cn[nH]c1-c1ccc(OCC(=O)NN)cc1O	-3%	-5%	-6%
N#C/C(=C\c1ccccc1[N+](=O)[O-])C(=O)NC1CCCCC1	-8%	?	-13%
COc1ccc(CCN2C(=O)CC(N3CCN(S(=O)(=O)c4ccccc4)CC3)C2=O)cc1OC (stereo not given)	-6%	4%	-3%

Part of the list above, with each value named.
> CCc1nnc(NC(=O)CSc2nc3c(cc2C#N)CCC3)s1
  KAT2A inh = -7%
  DT40 TDP1 CPT = ?
  FEN1 inh = -3%

> Cc1cc2cc(CN(Cc3cccs3)S(=O)(=O)c3ccc4c(c3)OCCO4)c(=O)[nH]c2cc1C
  KAT2A inh = 6%
  DT40 TDP1 CPT = ?
  FEN1 inh = 10%

These rows are one share of the data (hit frequency here may not be typical).
